Screening data as filed in PubChem BioAssay.
N370S GC: inhibitors or activators of N370S glucocerebrosidase for Gaucher disease; P04062; N370S GC spleen homogenate, 4MU-glucoside fluorescence; Potency, µM (titrated, usually from 59.4 µM), for inactives: at the highest dose activity change, negative = inhibition, hits mostly inhibitors; 330,000 tested, 0.092% active; AID 2101;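 also: 0% = full enzyme activity and -100% = no enzyme basal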
FEN1 inh: inhibitors of human flap endonuclease 1; Potency, µM (doses to about 114 µM), for inactives: at the top dose activity change, negative = inhibition, most hits filed as inhibitors; P39748; Recombinant FEN1 flap cleavage, fluorescence, 15 min; AID 588795; 390,000 tested, 0.35% active; also: nearly all actives have a fitted effect of over 65% in size
Target sequence (P39748 whole entry, looked up): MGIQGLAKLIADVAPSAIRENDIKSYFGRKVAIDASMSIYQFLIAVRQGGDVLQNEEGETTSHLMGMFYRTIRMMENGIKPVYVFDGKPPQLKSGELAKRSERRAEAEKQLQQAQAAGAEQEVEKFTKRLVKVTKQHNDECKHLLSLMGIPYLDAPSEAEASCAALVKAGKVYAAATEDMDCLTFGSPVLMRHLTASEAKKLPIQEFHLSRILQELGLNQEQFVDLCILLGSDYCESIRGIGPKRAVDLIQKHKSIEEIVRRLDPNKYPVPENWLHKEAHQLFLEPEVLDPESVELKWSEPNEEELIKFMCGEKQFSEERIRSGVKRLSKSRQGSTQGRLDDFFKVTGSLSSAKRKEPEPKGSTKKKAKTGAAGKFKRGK
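Steps: FEN1 (10 nM) dispensed; compound added by pin tool; 15 min at room temperature; substrate added to 50 nM final; reads at 0 min and 15 min; data normalized and fitted (four-parameter Hill).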
TDP1 inh: inhibitors of human tyrosyl-DNA phosphodiesterase TDP1; Q9NUW8; recombinant TDP1, AlphaScreen DNA substrate cleavage; Potency, µM (highest dose often 130 µM), inactives show top-dose activity change, negative = inhibition, hits mostly inhibitors; 350,000 tested, 0.28% active; AID 485290; also: nearly all actives have a fitted effect of over 40% in size
Target sequence (Q9NUW8 whole entry, looked up): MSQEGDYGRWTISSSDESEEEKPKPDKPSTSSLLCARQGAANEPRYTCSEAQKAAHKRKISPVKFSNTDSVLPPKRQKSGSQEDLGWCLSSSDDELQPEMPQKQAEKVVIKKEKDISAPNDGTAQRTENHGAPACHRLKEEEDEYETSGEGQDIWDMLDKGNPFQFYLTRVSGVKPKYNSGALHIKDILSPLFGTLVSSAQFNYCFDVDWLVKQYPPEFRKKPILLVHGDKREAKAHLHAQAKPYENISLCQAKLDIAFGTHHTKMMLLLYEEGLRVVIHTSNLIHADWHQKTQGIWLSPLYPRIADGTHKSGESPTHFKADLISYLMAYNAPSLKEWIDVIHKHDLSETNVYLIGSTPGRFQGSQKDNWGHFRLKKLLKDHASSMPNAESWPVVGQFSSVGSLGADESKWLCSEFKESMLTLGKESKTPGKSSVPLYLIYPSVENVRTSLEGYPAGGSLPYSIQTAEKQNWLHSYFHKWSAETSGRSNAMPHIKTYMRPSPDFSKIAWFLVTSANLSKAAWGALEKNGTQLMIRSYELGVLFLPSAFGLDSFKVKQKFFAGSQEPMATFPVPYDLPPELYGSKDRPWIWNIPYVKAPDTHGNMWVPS
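Steps: enzyme plus compound, 15 min RT; add biotin/phosphotyrosine-FITC oligonucleotide (15 nM final), react 5 min; add donor/acceptor beads (10 ug/ml final), 10 min; read AlphaScreen. Tdp1 at 1 nM final.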
* marks the source's active call; other numbers are inactive results; ? = inconclusive; · = not tested or not shown; & = joins results of further samples; [ ] = another dose, or the depositor's remark. Calls follow the shape of the dose curve; as a rule, active = well fitted curve in the direction sought with a large enough effect; inconclusive = small, poorly fitted or top-dose-only effect, or another doubt; inactive = no such curve, though single readings can be large; an effect the other way counts as inactive or inconclusive. Unless noted, % is scaled to controls: 0 for no effect and ±100 for the full control effect; potency is read from the fitted curve at half-maximal effect. This is a random part of the collection; overall some 0.57% were active at least once.

entry	SMILES	N370S GC	FEN1 inh	TDP1 inh
1	Cc1ccc(N2C(=O)[C@@H]3[C@H](C2=O)[C@H]2C=C(C(=O)c4ccccc4)C=CN2[C@@H]3C(=O)c2ccc(Cl)cc2)cc1	-29%	-4%	3%
2	CC(=O)Nc1c(I)c(C(=O)N[C@H]2C(O)O[C@H](CO)[C@@H](O)[C@@H]2O)c(I)c(N(C)C(C)=O)c1I (some centres not stated)	-11%	-4%	·
3	COc1ccc(NS(=O)(=O)c2cc(NS(=O)(=O)c3cccs3)ccc2C)cc1	-19%	-2%	1%
4	Cc1ccc(C(=O)OCC(=O)Nc2ccc3[nH]c(=O)[nH]c3c2)cc1S(=O)(=O)N1CCOCC1	0%	0%	-4%
5	CCN(CC)CCNC(=O)c1ccc2c(c1)NC(=O)c1ccccc1S2	-2%	-9%	·
6	CCOc1ccc2nc(NC(=O)C3CCN(c4cnccn4)CC3)sc2c1	4%	-11%	2%
7	COc1cc(/C=N/NC(=O)c2cncc(Br)c2)cc([N+](=O)[O-])c1O	-9%	-7%	11%
8	COC(=O)CNC(=O)C1(C)C=CCN1C(=O)c1ccccc1 (configuration not stated)	-2%&-8%	-4%	4%&-4%
9	COc1ccc(N(CC(=O)N2CCc3ccccc32)S(=O)(=O)c2c(C)noc2C)cc1	23%	-10%	4%
10	N#Cc1cc([N+](=O)[O-])ccc1NCC1CCCO1 (configuration not stated)	0%	11%	6%
11	CC(=O)N/C(=C\c1ccccc1)C(=O)Nc1ccccc1C	7%	-4%	-3%
12	Cn1ccnc1SCc1nc2c(cnn2-c2ccccc2)c(=O)[nH]1	3%	0%	5%
13	COC(=O)c1cccnc1-n1c(=O)c2cccnc2n(CC(=O)Nc2c(C)cc(C)cc2C)c1=O	·	-5%	9%
14	CCOC(=O)c1ccc(N2C(=O)c3n[nH]c(C)c3C2c2ccc(OC)c(OC)c2)cc1 (configuration not stated)	27%	0%	-4%
15	Cc1ccc2nc(-c3cccnc3)cc(C(=O)N3CCN(c4ccc([N+](=O)[O-])cc4)CC3)c2c1	-12%	14%	8%

Six compounds from above, reduced to TDP1 inh:
cpd | compound | TDP1 inh
9 | COc1ccc(N(CC(=O)N2CCc3ccccc32)S(=O)(=O)c2c(C)noc2C)cc1 | 4%
10 | N#Cc1cc([N+](=O)[O-])ccc1NCC1CCCO1 (configuration not stated) | 6%
11 | CC(=O)N/C(=C\c1ccccc1)C(=O)Nc1ccccc1C | -3%
12 | Cn1ccnc1SCc1nc2c(cnn2-c2ccccc2)c(=O)[nH]1 | 5%
13 | COC(=O)c1cccnc1-n1c(=O)c2cccnc2n(CC(=O)Nc2c(C)cc(C)cc2C)c1=O | 9%
14 | CCOC(=O)c1ccc(N2C(=O)c3n[nH]c(C)c3C2c2ccc(OC)c(OC)c2)cc1 (configuration not stated) | -4%

Continuation:
entry	SMILES	N370S GC	FEN1 inh	TDP1 inh
16	CC1(C)Cc2c(cnn2-c2cccc(F)c2)C(NC(=O)c2ccc[n+]([O-])c2)C1 (configuration not stated)	-15%	-7%	1%
17	Cn1c(=O)c2c(nc(SCC(=O)NCC3CCCO3)n2Cc2ccc(F)cc2)n(C)c1=O (configuration not stated)	1%	-3%	8%
18	COc1ccc(C(C(=O)NC2CCCC2)N(CCN(C)C)C(=O)c2snc(C(N)=O)c2N)cc1 (configuration not stated)	-5%	6%	-2%
19	CN1CCc2c(sc3c2C(=O)NC(/C=C\c2ccccc2)N3)C1 (configuration not stated)	4%	-8%	10%
20	CC(=O)C1=NN(c2ccccc2)C(c2cccs2)N1c1ccc(N(C)C)cc1 (configuration not stated)	8%	-13%	10%
21	CCOC(=O)Cc1c(C)c2c(C)[nH]nc2oc1=O	6%	4%	2%
22	CCc1ccccc1NNC(=O)CCc1ccccc1	-1%	-6%	9%
23	CCOc1ccccc1NC(=S)N1CCC(c2nc3ccccc3o2)CC1	3%	-15%	3%
24	COc1ccccc1OCC(=O)Nc1cc(-c2ccc(C)cc2)no1	·	-4%	7%
25	O=C(O)CCn1nnc2ccccc21	-4%	-9%	-2%
26	O=C(COC(=O)/C=C/c1cccc(Cl)c1)NCc1cccs1	·	-15%	1%
27	N#Cc1cccc(Nc2c3c(nc4ccccc24)CCCC3)c1	-10%	-15%	5%
28	Cc1cccc(COc2ccc(/C(O)=C3\C(=O)C(=O)N(CCN(C)C)C3c3ccncc3)cc2)c1 (configuration not stated)	-1%	3%	2%
29	O=C(CN1CCCc2ccccc21)N/N=C/c1ccccc1	-4%	-6%	8%
30	CCN(CC)C(=O)COc1ccc(/C(C)=N/NC(=O)c2ccccc2O)cc1	-4%	-1%	1%

Other records follow:
entry	SMILES	N370S GC	FEN1 inh	TDP1 inh
31	CCS(=O)(=O)N1CCC(C(=O)Oc2ccc(Br)cc2)CC1	-5%	10%	·
32	COc1ccccc1N(Cc1ccccc1)S(=O)(=O)c1cccc(C(=O)N2CCCCC2)c1	·	0%	-1%
33	Cc1ccc(S(=O)(=O)N2CCOCC2)cc1C(=O)Nc1ccc2c(c1)CCC2	6%	-16%	5%
34	CCc1ccc2c(c1)/C(=N/OC)C(=O)N2	0%	10%	4%
35	CCOC(=O)C(C)Sc1ncnc2c1c(-c1ccccc1)cn2-c1ccc(OC)cc1 (configuration not stated)	10%	-1%	-1%
36	COC(=O)[C@H]1[C@H]2C[C@@H]3c4[nH]c5cc(OC)ccc5c4CCN3C[C@H]2C[C@@H](OC(=O)c2cc(OC)c(OC)c(OC)c2)[C@@H]1OC	-9%&-17%&-18%	?	16%[56.1 µM]
37	O=C1c2cccc3c(N4CCCCC4)ccc(c23)C(=O)N1c1ccccn1	-28%	1%	2%
38	CN(CC(=O)Nc1ccc(Cl)c(C(F)(F)F)c1)C(=O)CCCc1nc2ccccc2c(=O)[nH]1	·	-6%	1%
39	COc1ccc(CNC(=O)C2CCN(Cc3nc(-c4ccc(OC)c(OC)c4)oc3C)CC2)cc1	·	8%	6%
40	O=C(CC1SC(N2CCCC2)=NC1=O)Nc1ccc(C(=O)Nc2ncccc2O)cc1 (configuration not stated)	1%	-6%	·
41	CN(C)c1ccc(-c2nc3ccccn3c2/N=C/c2ccc(Br)cc2)cc1	9%	6%	-3%
42	COc1cccc(NC(=O)NC2CCN(Cc3nnnn3Cc3ccc4c(c3)OCO4)CC2)c1	-17%	-10%	·
43	Cc1ccc(OCC(=O)Nc2ccc(N(C)C)cc2)cc1	23%	-13%	3%
44	Cc1nn(C)c(C)c1CCC(=O)O	3%	-2%	-4%
45	Fc1ccc(-n2c(-c3ccc4c(c3)OCO4)n[nH]c2=S)cc1Cl	-2%	-9%	3%

Next records:
entry	SMILES	N370S GC	FEN1 inh	TDP1 inh
46	O=C(NC(C(=O)N/N=C/c1cccc2ccccc12)c1n[nH]c(=O)c2ccccc12)c1ccccc1 (configuration not stated)	8%	-3%	3%
47	CSc1cccc(-n2ccc(=O)c(C)c2C)c1	-21%	-2%	·
48	COc1ccc(-c2onc(C)c2C)cc1S(=O)(=O)N1CCN(c2cc(C)ccc2C)CC1	·	-4%	0%
49	O=S(=O)(c1cccc2nsnc12)N1CCN(C/C=C/c2ccccc2)CC1	-4%	-14%	5%
50	O=C(Nc1nnc(C2CC2)s1)C1CCCCC1	·	-12%	2%
51	CN(Cc1ccncc1)C1CC(=O)N(c2ccc(F)cc2)C1=O (configuration not stated)	4%	-9%	0%
52	COC(=O)/C(=N/Nc1ccccc1)N1CCCc2ccccc21	13%	-14%	5%
53	COc1ccc(S(=O)(=O)N2CCCCC2)cc1NC(=O)CCCOc1ccccc1	·	5%	1%[56.1 µM]
54	Cc1ccc(-n2nc3c(c2NC(=O)C(C)(C)C)CSC3)c(C)c1	-2%	-5%	7%
55	CCCn1c2ccccc2c2cnn(CC(=O)Nc3cc(OC)c(OC)c(OC)c3)c(=O)c21	·	3%	4%
56	CCCn1c(-c2ccc(F)cc2)nc2c(N3CCC(N(C)C)C3)nc(C)nc21 (configuration not stated)	-2%	·	4%
57	COc1ccc(OC)c(C2C=C(c3ccc(C)c(C)c3)Nc3nnnn32)c1 (configuration not stated)	8%	1%	4%
58	Cc1ccc(S(=O)(=O)NCC(=O)N2CCN(c3ccc(F)cc3)CC2)cc1	-6%	-4%	3%
59	COc1ccc(N(CC(=O)Nc2ccc(Cl)cc2C)S(=O)(=O)c2ccccc2)c(OC)c1	·	6%	5%
60	CCOc1ccc(C(=O)NCC(=O)OCC(=O)Nc2nnc(-c3ccccc3)o2)cc1	·	-6%	3%

(cont.)
#	Compound	N370S GC	FEN1 inh	TDP1 inh
61	CCOc1ccc(S(=O)(=O)Nc2c(C)n(C)n(-c3ccccc3)c2=O)cc1	-2%	7%	·
62	CC1CCN(c2ccc(C(=O)OCC(=O)NCCN3C(=O)CSC3=O)cc2[N+](=O)[O-])CC1	13%	-8%	7%
63	CCCCCOC(=O)c1[nH]c2c(c1C)C(=O)C(C(=O)OC)C(C)C2 (configuration not stated)	18%	-4%	4%
64	OC(CNCc1ccc(Cl)cc1)COc1ccccc1 (configuration not stated)	-14%	-4%	·
65	O=C(O)C(Oc1ccc2c3c(c(=O)oc2c1)CCC3)c1ccccc1 (configuration not stated)	14%	-5%	9%
66	CCOc1ccc(C(=O)Nc2cccc(C(=O)O)c2)cc1Cl	-17%	1%	0%
67	Cc1ccc(S(=O)(=O)N2[C@@H](c3ccc(Br)cc3)C(C(=O)O)=C[C@H]2C(C)(C)C)cc1	·	-11%	2%
68	O=C(C1=C[C@H](C2CC2)C[C@H](OCCCCO)O1)N1CCN(Cc2ccc3c(c2)OCO3)CC1	7%	14%	-1%
69	Cn1c(CCN2CCCCC2)nc2cc(NS(=O)(=O)c3ccc(Cl)cc3)ccc21	-4%	-4%	2%
70	O=C(Cn1nnc2ccccc21)C1CC1	3%	0%	8%
71	Cc1cc(C)n2nc(SCC(=O)N3CC(C)CC(C)C3)nc2n1 (configuration not stated)	·	2%	0%
72	CC(=O)c1cccc(N(C(=O)CNC(=O)c2ccco2)C(C(=O)NC2CCCC2)c2ccncc2)c1 (configuration not stated)	-9%	2%	9%
73	CCCCCn1c(Sc2ncccn2)nc2c1c(=O)[nH]c(=O)n2C	7%	10%	0%
74	CCc1cccc(NS(=O)(=O)c2csc(C(N)=O)c2)c1	0%	3%	·
75	COc1ccc(Oc2ccc3c(C(F)(F)F)cc(C(F)(F)F)nc3n2)cc1	?	-20%	7%
76	Cc1ccc(S(=O)(=O)N2CCN(C(=O)Cn3c(=O)oc4ccccc43)CC2)cc1	·	-12%	0%
77	N/C(=N\c1nc2ccccc2o1)NC(=O)c1ccccc1	15%	0%	-1%
78	N/C(=N\OC(=O)COc1ccc2ccccc2c1Br)c1cccnc1	-1%	·	-8%
79	O=C(CCn1cccc1)Nc1cc(F)ccc1F	4%	24%	2%
80	O=C(O)c1cc(-c2cccs2)nc2cc3c(cc12)OCCO3	?	19%	5%
81	COc1ccccc1NC(=O)Nc1nnc(CC(=O)Nc2ccccc2)s1	-12%	·	2%
82	CC(OC(=O)CSc1ccc(F)cc1)C(=O)NC1(C#N)CCCCC1 (configuration not stated)	-3%	9%	2%
83	N#CCc1ccc(Oc2ccc([N+](=O)[O-])cn2)cc1	17%	0%	6%
84	C=CCn1c(-c2ccc(F)cc2)n[nH]c1=S	0%	-1%	·
85	COc1ccc2c(c1)C(=O)CC(c1ccc3c(c1)OCCO3)O2 (configuration not stated)	-9%	0%	·

A different layout for four compounds above.
[82] CC(OC(=O)CSc1ccc(F)cc1)C(=O)NC1(C#N)CCCCC1 (configuration not stated)
[83] N#CCc1ccc(Oc2ccc([N+](=O)[O-])cn2)cc1
[84] C=CCn1c(-c2ccc(F)cc2)n[nH]c1=S
[85] COc1ccc2c(c1)C(=O)CC(c1ccc3c(c1)OCCO3)O2 (configuration not stated)
Screen / compound no. | 82 | 83 | 84 | 85
N370S GC | -3% | 17% | 0% | -9%
FEN1 inh | 9% | 0% | -1% | 0%
TDP1 inh | 2% | 6% | · | ·

More records.
#	Compound	N370S GC	FEN1 inh	TDP1 inh
86	O=C(CCNC(=O)c1ccccc1)NNC(=O)c1ccc(F)cc1	·	-1%	-2%
87	CC(=O)OC1OCCOC1NC(=S)Nc1ccc(C)cc1 (configuration not stated)	-12%	2%	-2%
88	Cc1ccc(NC(=O)c2c(NC(=O)c3ccccc3)sc3c2CCC3)cc1	·	0%	-6%[2.28 µM]
89	COc1cc2[nH]c3c(Cl)ncnc3c2cc1OC	0%	?	0%
90	COc1cccc(NC(=O)c2ccnc(N3CCC(C(=O)NCc4ccccc4OC)CC3)c2)c1	?	-2%	3%
91	O=C(C[C@@H]1C/C=C\C[C@H](Cc2ccc(F)cc2)C(=O)OC[C@H]2CCCN2C1=O)N[C@H](CO)Cc1ccccc1	·	13%	1%
92	NCCCN1CCOCC1	·	-7%	2%
93	O=C1CCN=C(Nc2ccc(F)cc2)N1Cc1ccccc1	-10%	-10%	7%
